Compound activity from PubChem.
bIAP inhibitor: blocks bovine intestinal alkaline phosphatase activity. purified bovine IAP, CDP-star luminescence, 30 min. inhibition, % at 20 µM. 190,000 tested, under 10 active;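 active means over 50% inhibition of intestinal alkaline phosphatase at 20 µM in the single-dose screen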
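System: purified bovine intestinal alkaline phosphatase (IAP) enzyme; Input: IAP diluted 1/65,000,000 in the well; Measured by: CDP-star luminescence signal; Compound dosing: 20 µM single dose; Incubation: 30 min reaction at room temperature.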
PMI act: increases human mannose-6-phosphate isomerase activity. AID 1214. activation factor at 20 µM. P34949. purified human PMI, coupled resazurin fluorescence, 20 min; hits give high values; 1 = vehicle control, 0 substrate-free wells. 190,000 compounds, 0.005% hits;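 active means activation factor of 2 or more at 20 µM, relative to plate controls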
Target sequence (P34949 whole entry, looked up): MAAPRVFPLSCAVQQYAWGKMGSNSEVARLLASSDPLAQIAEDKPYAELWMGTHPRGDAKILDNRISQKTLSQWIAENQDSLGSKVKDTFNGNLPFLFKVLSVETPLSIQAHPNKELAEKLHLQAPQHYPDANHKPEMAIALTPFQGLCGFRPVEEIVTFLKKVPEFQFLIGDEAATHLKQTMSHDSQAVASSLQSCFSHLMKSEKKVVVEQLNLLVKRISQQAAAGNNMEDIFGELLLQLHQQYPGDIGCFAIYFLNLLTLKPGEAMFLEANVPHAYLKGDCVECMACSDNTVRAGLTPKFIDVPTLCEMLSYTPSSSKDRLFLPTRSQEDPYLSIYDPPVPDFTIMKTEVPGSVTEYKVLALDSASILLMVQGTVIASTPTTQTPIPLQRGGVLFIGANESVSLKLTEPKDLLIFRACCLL
Diaphorase act: activates diaphorase or chemically reduces, flagging diaphorase assay artifacts. Diaphorase/resazurin coupled assay, resorufin fluorescence, 16 min; hits give high values; 1 = vehicle wells, 0 = NADH-free wells. activation factor at 20 µM. 190,000 compounds, 0.005% hits. AID 1229;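 active means diaphorase activity raised at least twofold by the compound at 20 µM; inactive means activation factor below 2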
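Material: purified diaphorase enzyme from Clostridium kluyveri; Also added: 0.114 mM NADH and 0.1 mM resazurin, final amounts; Doses: single compound dose of 20 µM, 1% DMSO final; Times: 16 min enzyme reaction, ambient temperature; Detection: resorufin fluorescence, excitation 544 nm, emission 590 nm; Measure: increased resorufin signal from activators or reducing compounds.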
TNAP inh hi DEA: blocks human TNAP under high phosphate acceptor concentration; purified TNAP, CDP-star luminescence, 1 M DEA; P05186; inhibition, % at 20 µM; AID 1135; 200,000 compounds, 0.03% hits;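 active means over 50% inhibition of tissue-nonspecific alkaline phosphatase at 20 µM in the single-dose screen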;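 further: plate controls were DMSO wells for no effect and EDTA-quenched wells as full inhibition for full effect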
Target sequence (P05186 whole entry, looked up): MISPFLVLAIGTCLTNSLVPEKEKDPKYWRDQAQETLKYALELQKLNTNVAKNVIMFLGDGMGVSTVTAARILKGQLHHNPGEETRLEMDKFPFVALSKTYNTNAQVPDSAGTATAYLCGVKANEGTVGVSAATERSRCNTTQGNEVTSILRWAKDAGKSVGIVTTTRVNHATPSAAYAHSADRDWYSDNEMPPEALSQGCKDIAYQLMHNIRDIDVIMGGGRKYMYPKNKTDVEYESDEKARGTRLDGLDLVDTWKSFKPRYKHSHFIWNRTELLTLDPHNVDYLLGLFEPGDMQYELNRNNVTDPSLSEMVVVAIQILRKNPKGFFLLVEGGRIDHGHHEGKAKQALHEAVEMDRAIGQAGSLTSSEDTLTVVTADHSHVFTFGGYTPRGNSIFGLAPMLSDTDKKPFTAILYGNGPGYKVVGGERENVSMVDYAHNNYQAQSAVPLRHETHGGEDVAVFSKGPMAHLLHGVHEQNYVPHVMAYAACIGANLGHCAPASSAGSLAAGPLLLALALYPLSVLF
TNAP inh no acc: inhibitors of human TNAP without phosphate acceptor; purified TNAP, CDP-star luminescence, 30 min; inhibition, % at 20 µM; 200,000 compounds, 0.26% hits; AID 1012;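 active means tissue-nonspecific alkaline phosphatase inhibition above about 50% at 20 µM in the single-dose screen, limit read from the data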;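 further: 0% = DMSO negative control and 100% = EDTA positive control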
PMI act satM6P: activators of human phosphomannose isomerase at near-saturating mannose 6-phosphate; coupled PMI enzyme assay, resazurin fluorescence, 20 min; hits give high values; 1 = untreated enzyme, 0 = substrate-free blank; AID 1216; 190,000 compounds, 0.34% hits; activation factor at 20 µM;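 active means activation factor of 2 or more at 20 µM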
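Test system: human PMI in coupled enzyme assay; Input: PMI at 15 ng/mL final; Medium: HEPES buffer, pH 7.4; Schedule: 20 min incubation at room temperature; Technique: resorufin fluorescence at Ex 544/Em 590 nm; Compound: 20 µM single dose; Probe or stimulus: Near-saturating mannose-6-phosphate, 1.0 mM.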
TNAP act hi DEA: activators of human TNAP at high phosphate acceptor concentration | P05186 | purified TNAP, CDP-star luminescence, 1 M DEA, 30 min; hits give high values; 0 = EDTA background, 1 = DMSO-only activity | activation factor at 20 µM | 200,000 tested, under 10 active | AID 1136;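 active means activation factor at least 2 at 20 µM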
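Control set: EDTA negative control, DMSO positive control / Assay system: human TNAP / Quantity: TNAP 1/800 final / Evaluation: TNAP activation factor scaled between EDTA and DMSO control wells / Measured by: luminescent substrate turnover signal / Compound dosing: one dose, 20 µM / Times: 30 min enzyme reaction at room temperature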
Lmaj promast: Leishmania major promastigote growth inhibition; AID 1063; inhibition, % at 10 µM; Leishmania major promastigotes, resazurin fluorescence viability; 200,000 compounds, 9% hits; in the data active means inhibition above about 50%;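 further: promastigotes grown with compound for 44 hours at 28 °C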
bIAP activator: increases bovine intestinal alkaline phosphatase activity | purified bovine IAP, CDP-star luminescence, 30 min; hits give high values; fold of DMSO-control signal, blank-subtracted | activation factor at 20 µM | 200,000 compounds, 0.17% hits | AID 1016;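 active means activation factor of 2 or more at 20 µM, a signal rise over negative controls twice the positive control's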
Diaphorase inh: inhibits diaphorase or chemically oxidizes, flagging diaphorase assay artifacts; inhibition, % at 20 µM; diaphorase resazurin-to-resorufin fluorescence, NADH, 16 min; bacterial (C. kluyveri) enzyme, not human; AID 1217; 190,000 compounds, 0.69% hits;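 active means primary screen inhibition at 20 µM above a set limit, cut at about 50% in these data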;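 further: plate controls were DMSO with full reaction for no effect and wells lacking NADH for full effect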
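Benchmarks: positive control wells lacking NADH, neutral wells with DMSO only. System: bacterial diaphorase enzyme (C. kluyveri). Input: 0.14 U/mL diaphorase, enzyme working solution. Detection: resorufin fluorescence, excitation 544 nm, emission 590 nm. Times: 16-min room-temperature incubation before reading.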
* hit, by the source's call.

| Structure | TNAP inh no acc | Lmaj promast | bIAP inhibitor | bIAP activator | TNAP act hi DEA | Diaphorase inh | PMI act | PMI act satM6P | Diaphorase act | TNAP inh hi DEA |
| --- | --- | --- | --- | --- | --- | --- | --- | --- | --- | --- |
| CC1=CC(C)(C)n2c(O)c(C3=NC(=S)NC3=O)c3cc(OC(=O)c4cccc5ccccc45)cc1c32 | 2 | 8 | 4 | 1 | 1 | -2 | 0.9 | 1.1 | 1 | 3 |
| CCCSc1nc2[nH]ncc2c(=O)[nH]1 | -3 | -3 | -51 | 1.5 | 1 | 4 | 1.1 | 1.1 | 1 | -1 |
| CN(c1ccccc1)S(=O)(=O)c1ccc(Cl)c(C(=O)Nc2ccc(N3CCOCC3)cc2)c1 | -9 | 2 | -11 | 1.1 | 1.1 | 25 | 0.8 | 0.8 | 0.8 | -8 |
| CCCCn1nnnc1SCC(=O)Nc1ccc2c(c1)OCO2 | -4 | -3 | 11 | 0.9 | 1 | 16 | 1 | 0.8 | 0.8 | -3 |
| C=CCNCCOc1c(C)cc(C)cc1Cl | -10 | -2 | 9 | 0.9 | 1 | -6 | 1.1 | 1.1 | 1.1 | -3 |
| CN1CCN(c2ccc(NS(=O)(=O)c3ccc(Cl)cc3)cn2)CC1 | -8 | 9 | 0 | 1 | 1 | 2 | 1 | 0.9 | 1 | 0 |
| O=C(CN1CCN(c2cccc(C(F)(F)F)c2)CC1)Nc1cccc(C(F)(F)F)c1 | -5 | -2 | 0 | 1 | 1 | 20 | 0.8 | 0.9 | 0.8 | 1 |
| CCC(=O)NC(c1ccc(OC)cc1)c1c(O)ccc2ccccc12 (centres undefined) | -5 | 99* | 11 | 0.9 | 1 | 30 | 0.8 | 0.6 | 0.7 | 0 |
| COc1ccc(C2N=C(c3ccccc3)C(C)(C)N2O)cc1 (centres undefined) | -6 | -4 | 12 | 0.9 | 1 | 11 | 1 | 1.1 | 0.9 | -2 |
| Cc1cc(C(=O)NNC(=S)NCC(C)C)cs1 | -168 | 2 | 16 | 0.8 | 1.1 | -6 | 1.1 | 1.1 | 1.1 | -5 |
| Cc1cc(C(=O)N2CCN(C(c3ccccc3)c3ccccc3)CC2)on1 | -18 | 18 | 0 | 1 | 1.1 | 31 | 0.9 | 0.9 | 0.7 | -9 |
| O=C(Nc1ncccn1)C1c2ccccc2Oc2ccccc21 | -5 | 55* | -6 | 1.1 | 1 | -4 | 1.1 | 1.1 | 1 | 1 |
| COc1ccc2c(c1)c(C(=O)N/N=C/c1cccc(O)c1)c(C)n2C | -4 | 10 | 6 | 0.9 | 1.1 | 16 | 1 | 0.9 | 0.8 | -8 |
| NC(=O)CN1N=C(c2cc(Cl)sc2Cl)CSC1=O | 3 | 0 | 0 | 1 | 1 | 0 | 1.1 | 1 | 1 | 3 |
| Cc1c(Cl)cccc1NC(=O)Cc1ccc([N+](=O)[O-])cc1 | -4 | 5 | -25 | 1.2 | 1 | -2 | 1.1 | 1 | 1 | 3 |
| c1ccc(-n2nnnc2Sc2ncnc3sc4c(c23)CCCC4)cc1 | -4 | -3 | -10 | 1.1 | 1 | 15 | 0.9 | 0.9 | 0.9 | 3 |
| Cn1cccc1CNCc1ccccc1Cl | -8 | -2 | 6 | 0.9 | 1 | 9 | 1.3 | 1.4 | 0.9 | -4 |
| Cn1ncc(Br)c1C(=O)NCc1cccs1 | -8 | -4 | -3 | 1 | 1.1 | 4 | 0.9 | 1 | 1 | -6 |
| Cn1c(=O)[nH]c(=O)c2c1nc(SCCN1CCCCC1)n2CCCc1ccccc1 | -12 | 98* | -17 | 1.2 | 1.1 | 12 | 1 | 1 | 0.9 | -6 |
| O=C(O)c1ccc(Cl)c(S(=O)(=O)NCC2CCCO2)c1 (centres undefined) | -14 | -4 | 10 | 0.9 | 1.1 | 10 | 1 | 1 | 0.9 | -6 |
| O=C(Cn1c(=O)c(=O)n(Cc2ccccc2)c2ccc(Cl)cc21)Nc1cccc(F)c1 | -10 | 15 | 33 | 0.7 | 1 | 10 | 0.9 | 1 | 0.9 | -5 |
| COc1ccc(C2Nc3ccccc3C(=O)N2C2CCCCC2)cc1 (centres undefined) | -12 | 9 | 1 | 1 | 1 | 8 | 1 | 1 | 0.9 | -3 |
| Cc1csc(NC(=O)c2ccc(-c3ccc(Cl)cc3Cl)o2)n1 | -2 | 0 | -24 | 1.2 | 1 | 8 | 0.8 | 0.9 | 0.9 | -2 |
| CCc1cc2c(N3CCN(c4ccccc4)CC3)ncnc2s1 | -14 | 3 | -1 | 1 | 1 | 11 | 0.9 | 1 | 0.9 | -2 |
| C1=C(CCNc2ncnc3c2[nH]c2ccccc23)CCCC1 | -77 | 98* | 9 | 0.9 | 1.1 | 10 | 0.8 | 0.8 | 0.9 | -6 |
| CC(C)C(NC(=O)C1CCCCC1)C(=O)NCCc1ccccc1 (centres undefined) | -6 | 8 | 5 | 0.9 | 1 | 6 | 1 | 1 | 0.9 | 2 |
| N#Cc1ccc(-c2ccc(F)cc2)nc1Oc1ccccc1 | -7 | -12 | -4 | 1 | 1 | 5 | 1 | 1 | 0.9 | 1 |
| CCCCCCCOC(=O)C1=C(C)Nc2ncnn2C1c1cccs1 (centres undefined) | -1 | 9 | 37 | 0.6 | 1 | 8 | 1 | 1.1 | 0.9 | -2 |
| O=C1NCC(COCc2ccco2)O1 (centres undefined) | -17 | -2 | -3 | 1 | 1.1 | 13 | 1 | 1 | 0.9 | -8 |
| Cc1ccc(NC(=S)NCCN2CCOCC2)cc1F | -21 | -4 | -9 | 1.1 | 1 | -18 | 1.1 | 1.1 | 1.2 | -2 |
| O=C(CN1C(=O)CCC1=O)Nc1ccc(Br)cc1 | -8 | -7 | 7 | 0.9 | 1.1 | 18 | 1 | 0.9 | 0.8 | -7 |
| Nc1nonc1C(=O)N1CCCCC1 | -4 | 2 | -4 | 1 | 1 | 4 | 1 | 1.1 | 1 | -4 |
| Cc1ccc(C)c(S(=O)(=O)N2CCC(c3nc4c(nnn4Cc4ccc(F)cc4)c(=O)[nH]3)CC2)c1 | -5 | 0 | -1 | 1 | 1 | 23 | 0.8 | 0.9 | 0.8 | -4 |
| Cc1nn(C)c(=S)n1-c1ccc(Cl)cc1 | 0 | 0 | -6 | 1.1 | 1 | 8 | 0.9 | 0.9 | 0.9 | -2 |
| CCS(=O)(=O)c1ccc2oc(SCC(=O)NC(C)C3CC4CCC3C4)nc2c1 (centres undefined) | -8 | 10 | 6 | 0.9 | 1 | 3 | 1 | 0.9 | 1 | -4 |
| O=[N+]([O-])c1ccc(NCCCNS(=O)(=O)c2ccccc2)cc1 | 7 | 17 | 24 | 0.8 | 0.9 | 11 | 0.9 | 0.8 | 0.9 | 6 |
| CN1CCC(OC(c2ccccc2)c2ccccc2)CC1 | -3 | 7 | 13 | 0.9 | 1 | -8 | 1.2 | 1.2 | 1.1 | -1 |
| CCN(CC)CCCNC(=O)c1ccc(N2CCCCC2)c(NS(=O)(=O)c2ccc(C)cc2)c1 | -6 | 99* | -10 | 1.1 | 1.1 | 8 | 1.1 | 1 | 0.9 | -5 |
| CC/C(C)=N/Nc1nc2c(c(=O)[nH]c(=O)n2C)n1CCc1ccccc1 | -17 | 23 | 2 | 1 | 0.9 | 11 | 1 | 0.9 | 0.9 | 6 |
| Clc1ccc(Nc2nc(NCCN3CCOCC3)nc(N3CCOCC3)n2)cc1 | -8 | 25 | -10 | 1.1 | 1 | -2 | 1 | 1 | 1 | 1 |
| Cc1ccc2cn[nH]c2c1NC(N)=S | -7 | 13 | -2 | 1 | 1.1 | 15 | 0.9 | 0.8 | 0.8 | -8 |
| COc1ccc(/C=C2/SC(=O)N(CC(O)Cn3c4ccccc4c4ccccc43)C2=O)cc1 (centres undefined) | -10 | 5 | 4 | 1 | 1 | 19 | 0.8 | 0.8 | 0.8 | -2 |
| CCN1CCN(S(=O)(=O)Cc2ccccc2)CC1 | -12 | -5 | 4 | 1 | 1 | 7 | 1 | 1.1 | 0.9 | -1 |
| CCOC(=O)c1sc(NC(=O)C(C)(C)C)cc1C | 2 | 9 | 12 | 0.9 | 1 | 7 | 0.9 | 0.9 | 0.9 | -4 |
| COC(=O)c1cc([N+](=O)[O-])ccc1N1CCN(Cc2ccccc2)CC1 | -4 | 44 | 15 | 0.9 | 1 | 17 | 1 | 0.9 | 0.8 | 0 |
| CCOC(=O)c1ccc(NC(=O)c2ccc(OC(C)C)c(OC)c2)cc1 | -8 | 8 | -1 | 1 | 1.1 | 33 | 0.8 | 0.9 | 0.7 | -6 |
| Cc1cccc(C(=O)NC2CCN(C(=O)Nc3ccccc3C)CC2)c1 | -5 | -5 | -9 | 1.1 | 1 | 13 | 0.9 | 1 | 0.9 | -2 |
| CC(Oc1ccc(Cl)cc1Cl)C(=O)Nn1cnnc1 (centres undefined) | -10 | -5 | -19 | 1.2 | 1 | 12 | 1 | 1 | 0.9 | -3 |
| CCN(CC)S(=O)(=O)c1ccc(Cl)c(NC(=O)COC(=O)c2ccc(O)cc2)c1 | -3 | 2 | -11 | 1.1 | 1.1 | 2 | 1 | 1 | 1 | -7 |
| CC1CCc2cc(F)ccc2N1C(=O)c1ccncc1 (centres undefined) | -20 | -3 | 13 | 0.9 | 1 | 18 | 0.9 | 0.9 | 0.8 | -3 |
| CCCCC1NC(C(=O)O)CS1 (centres undefined) | -14 | -6 | 29 | 0.7 | 1 | 14 | 0.8 | 1 | 0.9 | 2 |
| C/C(N)=C(/C#N)C(=O)CSc1nn(-c2ccc(Cl)cc2)c(=S)s1 | -5 | 5 | -16 | 1.2 | 1 | 19 | 0.9 | 0.9 | 0.8 | 2 |
| O=C(CCc1c[nH]c2ccccc12)NCC1COc2ccccc2O1 (centres undefined) | -5 | 12 | 1 | 1 | 1 | 9 | 1 | 0.9 | 0.9 | -1 |

A stretch from further up, for reference:
| Structure | TNAP inh no acc | Lmaj promast | bIAP inhibitor | bIAP activator | TNAP act hi DEA | Diaphorase inh | PMI act | PMI act satM6P | Diaphorase act | TNAP inh hi DEA |
| --- | --- | --- | --- | --- | --- | --- | --- | --- | --- | --- |
| CCCCCCCOC(=O)C1=C(C)Nc2ncnn2C1c1cccs1 (centres undefined) | -1 | 9 | 37 | 0.6 | 1 | 8 | 1 | 1.1 | 0.9 | -2 |
| O=C1NCC(COCc2ccco2)O1 (centres undefined) | -17 | -2 | -3 | 1 | 1.1 | 13 | 1 | 1 | 0.9 | -8 |
